Screens from PubChem.
Kir21 block – blocks the mouse Kir2.1 inward-rectifier potassium channel; HEK293-Kir2.1, FluxOR thallium flux fluorescence; active compounds read low; 0.85% of 310,000 active; B-score at 10 µM;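 active = fluorescence ratio B-score at or below minus 3 SD of library scores, with starting-brightness B-score within 2 SD, cut at about -4.2 in these data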;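 also: channel flux triggered by added potassium and thallium sulfate stimulus; B-score of peak minus minimum fluorescence over baseline after thallium stimulus; more negative B-score means stronger Kir2.1 block with less thallium influx; some compounds called inactive have numbers as strong as hits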
Target sequence (P35561 whole entry, looked up): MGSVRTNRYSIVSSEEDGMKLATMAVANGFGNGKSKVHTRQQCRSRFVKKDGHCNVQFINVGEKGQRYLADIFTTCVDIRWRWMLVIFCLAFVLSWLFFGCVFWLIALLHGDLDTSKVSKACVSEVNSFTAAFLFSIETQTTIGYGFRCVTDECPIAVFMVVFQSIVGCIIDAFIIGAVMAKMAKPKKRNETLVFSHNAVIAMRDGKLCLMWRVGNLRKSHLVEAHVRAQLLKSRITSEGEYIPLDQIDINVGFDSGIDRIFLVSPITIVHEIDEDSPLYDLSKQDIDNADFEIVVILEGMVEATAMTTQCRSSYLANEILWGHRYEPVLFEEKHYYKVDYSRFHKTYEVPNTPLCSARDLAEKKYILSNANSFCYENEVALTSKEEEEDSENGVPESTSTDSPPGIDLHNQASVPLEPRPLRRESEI
KCNQ2 block – KCNQ2 potassium channel inhibitors, primary screen, cell-based, CHO-K1, FluxOR thallium flux, B-score (AID 2156). 1.1% of 310,000 active. B-score at 10 µM. 20 min; active compounds read low. O88943;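 active = fluorescence ratio B-score at most minus 3 library SDs, with starting brightness B-score within 2 library SDs, cut at about -5.5 in these data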
Numbers without * were called inactive; i = inactive.

KCNQ2 block	Kir21 block	SMILES
-5.8*	0.28	COc1cccc(-n2c(CN3CCN(c4cccc(C)c4)C(C)C3)nc3ccc([N+](=O)[O-])cc3c2=O)c1 (stereo not drawn)
i	-1.8	Cc1cc(C(=O)NC2CC(C)(C)Cc3c2cnn3-c2ccc(F)cc2)nn1C (stereo not drawn)
i	-0.04	O=C(NCCc1ccccn1)c1cccc(S(=O)(=O)N2CCc3ccccc32)c1
i	-0.29	COc1cccc(OC)c1OCCCCN1CCCCC1
i	-0.61	COc1cccc(C2CC(=O)Nc3cc4c(cc32)CCC4)c1 (stereo not drawn)
i	0.54	O=C(CCc1ccccc1)Nc1nnc(-c2cccs2)o1
i	1.9	COCCCn1c(C(=O)Nc2ccc3c(c2)OCO3)cc2c(=O)n3ccccc3nc21
i	-0.02	O=C(CCC(=O)NNC(=O)COc1ccccc1)NCc1ccccc1
i	-0.35	O=C(CCS(=O)(=O)c1ccc(Cl)cc1)Nc1ccc(N2CCOCC2)cc1
i	1.5	Cc1[nH]c2ccc(C(=O)NCCCN3CCOCC3)cc2c1C
i	-0.23	CCOC(=O)c1sc(NC(=O)CSc2nnnn2-c2ccccc2)c(C(=O)OCC)c1C
i	-0.1	O=C1CC(N2CCOCC2)C(=O)N1Cc1ccc(N2CCCC2=O)cc1 (stereo not drawn)
i	-1	Cc1cc([N+](=O)[O-])nn1Cc1ccc(C(=O)N/N=C/c2ccc(N(C)C)cc2)cc1
i	0.72	CN(C)c1ccnc2sc(C(=O)c3ccc(Br)cc3)c(N)c12
i	2.2	CCCCCC(=O)Nc1cccc(C2=NOC3(C2)C[C@H](C(N)=O)N(C(=O)c2ccccc2C(=O)c2ccccc2)C3)c1 (stereo partly drawn)
i	0.38	COc1cc(O)c(NC(C)=O)c2nonc12
i	0.69	O=C(Cc1ccc(-n2c(=O)c3ccccc3n(Cc3ccc(F)cc3)c2=O)cc1)NCC1CCCO1 (stereo not drawn)
i	0.67	CCOc1cc(C(C(=O)NCC2CCCO2)N(C(=O)Cn2nnc3ccccc32)c2ccc(C(C)=O)cc2)ccc1O (stereo not drawn)
i	-0.52	COc1c(Cl)cc(C(=O)NCc2ccco2)cc1Cl
i	-1.2	O=C(O)/C=C/S(=O)(=O)c1ccc2ccccc2c1
i	-0.25	O=C(CSc1nc2ccccc2c(=O)n1-c1ccccc1)N/N=C/C=C/c1ccccc1[N+](=O)[O-]
i	-1.2	Cc1ccc(N(CC(=O)NCc2ccc3c(c2)OCO3)C(=O)c2csnn2)cc1
i	0.56	CCOC(=O)c1cc(C(=O)Nc2sc3c(c2C#N)CCCC3)nn1C
i	-1.1	CCOC(=O)C1=C(COC(=O)c2cccnc2Cl)NC(=O)NC1C (stereo not drawn)
i	-0.72	COC(=O)c1c(C)[nH]c(C)c1-c1cccc([N+](=O)[O-])c1
-6*	1.2	CC(=N\Nc1ccccc1)/C(=N/O)C(=O)Nc1ccccc1
i	1.3	O=C(NCC1CCCCC1)c1cc2ccccc2cc1O
i	2.1	O=C(O)c1cccc(N/N=C/c2cc(Br)cc(Br)c2O)c1
i	-0.04	O=C(O)CSc1nnc(COc2cccc3ccccc23)o1
i	-1.4	NC(=O)CNC(=O)[C@@H]1CC2(CC(c3cccc(Br)c3)=NO2)CN1C(=O)c1ccc(Br)cc1 (stereo partly drawn)

Gathered by group: the entries above with a COOH group
KCNQ2 block	Kir21 block	SMILES
i	-1.2	O=C(O)/C=C/S(=O)(=O)c1ccc2ccccc2c1
i	2.1	O=C(O)c1cccc(N/N=C/c2cc(Br)cc(Br)c2O)c1
i	-0.04	O=C(O)CSc1nnc(COc2cccc3ccccc23)o1

Individual results from the entries so far.
O=C(NCCc1ccccn1)c1cccc(S(=O)(=O)N2CCc3ccccc32)c1 – Kir21 block: -0.04
CC(=N\Nc1ccccc1)/C(=N/O)C(=O)Nc1ccccc1 – KCNQ2 block: -6*
NC(=O)CNC(=O)[C@@H]1CC2(CC(c3cccc(Br)c3)=NO2)CN1C(=O)c1ccc(Br)cc1 (stereo partly drawn) – Kir21 block: -1.4
COc1cccc(OC)c1OCCCCN1CCCCC1 – Kir21 block: -0.29
O=C(CSc1nc2ccccc2c(=O)n1-c1ccccc1)N/N=C/C=C/c1ccccc1[N+](=O)[O-] – Kir21 block: -0.25
CCOC(=O)c1sc(NC(=O)CSc2nnnn2-c2ccccc2)c(C(=O)OCC)c1C – Kir21 block: -0.23

More results.
KCNQ2 block	Kir21 block	SMILES
i	0.9	CC(=O)c1ccc(S(=O)(=O)N(C)CC(=O)N2CCCCCC2)cc1
i	-0.03	COc1ccc(CC(=O)NNC(=O)CSc2nnc(Cc3ccc(OC)cc3)n2-c2ccccc2)cc1
i	-0.01	CCCc1c(O)nc(SCC(=O)NCc2ccco2)[nH]c1=O
i	-1.4	COC(=O)c1cc(S(=O)(=O)NCc2ccc3c(c2)OCO3)cn1C
i	0.2	O=C(NNC(=O)c1ccccc1C(=O)O)c1ccc(S(=O)(=O)N2CCCCC2)cc1
i	-0.06	CSc1ccc(CN(C)C(=O)c2cc(=O)c3ccccc3o2)cc1
i	-0.54	O=C(NCc1ccccn1)c1ccc(Cl)c(S(=O)(=O)N2CCCCC2)c1
i	-0.61	Cc1cc(C)nc(/N=C(\N)Nc2ccc(-c3ccccc3)cc2)n1
i	0.14	CC(C)=CCc1c([C@@H]2CCc3ccc(O)cc3O2)cc2c(c1O)OC(C)(C)C=C2
i	-0.1	COCCn1c(SCC(=O)Nc2ccc(NC(C)=O)cc2)nc2c([nH]c3ccccc32)c1=O
i	2	Cc1c(Cl)cccc1NC(=O)NC1CCCCC1
i	0.51	CCC(=O)N1CCc2cc(Br)cc(S(=O)(=O)N3CCN(C(=O)c4ccco4)CC3)c21
i	-1.4	CCOC(=O)N1CCC2(CC1)C(C#N)=C(N)OC1=C2C(=O)CC(C)(C)C1
i	-1.4	CC(=NCC1CCCO1)C1=C(O)CC(C)(C)CC1=O (stereo not drawn)
i	-0.72	Clc1ccc(CN2CCSCC2)cc1Cl
i	1.5	O=C(Nc1ccc2c(c1)CCC2)c1ccc(F)cc1
i	0.11	CC/C(=N\NC(=O)c1c(C)nc2ccccn12)c1ccc(Cl)cc1
i	2.3	COc1ccc(-n2nc(C)c3sc(C)nc3c2=O)cc1
i	1.6	COc1ccccc1-c1cc(C(=O)N2CCN(S(=O)(=O)c3ccc(C)cc3)CC2)[nH]n1
i	-1.9	COc1ccc(C(=O)/C=C/c2cc(OC)c(O)c(OC)c2)c(F)c1
i	1.3	COc1ccc(C(=O)N2CCc3cc(OC)c(OC)cc3C2c2cccc([N+](=O)[O-])c2)cc1 (stereo not drawn)
i	-2.6	O=C(O/N=C1/CCCc2occc21)c1ccc(F)cc1
i	-0.12	CCOC(=O)CC1C(=O)NCCN1Cc1cccc(OC)c1 (stereo not drawn)
i	0.51	O=C1CC(N(C(=O)c2ccco2)c2ccc(F)cc2)C(=O)N1c1ccc(F)cc1 (stereo not drawn)
i	-0.13	COc1cccc(CNC(=O)CCC2CCCN(C(=O)c3cc(C4CC4)[nH]n3)C2)c1 (stereo not drawn)
i	-0.01	Cc1cccc(NC(=O)/C(=C/c2cccc([N+](=O)[O-])c2)NC(=O)c2cccs2)c1
i	0.12	CN(C(=O)C1CCOC1)c1nnc(-c2ccncc2)s1 (stereo not drawn)
i	-0.03	[O-]c1n[n+](-c2ccc(Cl)cc2)cc2ccccc12
i	0.21	CC(=O)c1cccc(NC(=O)Nc2cnn(Cc3ccc(F)cc3)c2)c1
i	0.42	O=C(NCc1cc(Br)cc(Br)c1OC(=O)c1ccccc1[N+](=O)[O-])c1ccccc1

KCNQ2 block	Kir21 block	SMILES
i	0.93	NC(=O)c1nn(-c2cccc(Cl)c2)c(=O)cc1O
i	0.13	COc1ccc(C(=O)NC(=S)NCc2ccc(-c3nc4ccccc4o3)cc2)cc1OC
i	-0.56	O=C(COC(=O)c1c(F)cccc1F)Nc1ccccc1OC(F)F
i	1.6	Cc1cc(C)n(C(C)CC(=O)Nc2ccc3c(c2)OCCO3)n1 (stereo not drawn)
i	-1.1	Cc1nc2ccc(Cl)cc2nc1C
i	0.04	CCOC(=O)c1ccc(CNCc2ccccc2)cc1
i	0.01	O=C1c2cccc(OCC(=O)N3N=C(c4cccs4)CC3c3ccc(F)cc3)c2CCN1Cc1cccnc1 (stereo not drawn)
i	0.77	CN1CCN(C(=O)CN2C(=O)CC(C)(C)S(=O)(=O)c3ccccc32)CC1
i	-1.8	Cc1ccc(NS(=O)(=O)c2cccc(C(=O)NCC3(N(C)C)CCCCC3)c2)cc1
i	0.87	CCCC(=O)N1CCN(c2ccc(NC(=O)c3ccc(OCC)c([N+](=O)[O-])c3)cc2)CC1
i	0.21	CC(=O)c1sc(N/N=C/c2cccc(O)c2)nc1C
i	-1.3	CCCn1nnnc1NCc1ccccc1OCc1ccc(F)cc1
i	1.1	O/N=C1\CCc2cc(Cl)ccc21
i	1.1	CC1CCC2C(C1)c1sc(=O)[nH]c1SC2(C)C (stereo not drawn)
i	-1.1	COc1ccc(C(=O)COC(=O)c2ccc(NC(=O)c3ccccc3)cc2)cc1
i	-0.33	COc1cc(/C=N/N=C/c2cc(OC)c(O)c(OC)c2)cc(OC)c1O
i	0.5	O=C(NCc1ccccc1)c1cnsn1
i	0.75	CCOc1cccc(C(=O)NNC(=O)CCC(=O)O)c1
i	-1.4	Cc1ccc(CN(C)C2CCN(C)CC2)cc1
i	1.1	Cc1c(-c2cc(Br)ccc2O)nc2cc3c(cc2c1C)OCO3
i	0.04	CC(NCC(O)COc1ccccc1)C1COc2ccccc2O1 (stereo not drawn)
i	0.47	COc1ccc(NC(=S)NCCCN2CCCC2=O)c(OC)c1
i	0.08	CCOC(=O)c1nn(-c2ccccc2)c(=O)cc1OCC(=O)Nc1ccccc1OCC
i	0.01	CCCCC(=O)Nc1ccc(C(=O)NN2C(=O)c3ccccc3C2=O)cc1
i	2.1	COc1cc(C(=O)Nc2cccc(NC(=O)c3cccs3)c2)cc(OC)c1OC
i	0.36	Cc1coc2c1c(C)cc1oc(=O)c(CC(=O)N[C@H](C(=O)O)C(C)C)c(C)c12
i	-0.73	COc1ccc(S(=O)(=O)N(CCN2CCOCC2)Cc2cc(OC)ccc2OC)cc1
i	-0.1	O=C(Nc1ncc2c(n1)CC(c1ccccc1)CC2=O)c1ccco1 (stereo not drawn)
i	-2.1	CC1CCc2ccc(F)cc2N1S(=O)(=O)c1cccs1 (stereo not drawn)
i	0.03	O=c1[nH]c2ccc(S(=O)(=O)N3CCC(Cc4ccccc4)CC3)cc2o1

A draw from above in order of SMILES length, largest number first.
KCNQ2 block	Kir21 block	SMILES
i	1.6	COc1ccccc1-c1cc(C(=O)N2CCN(S(=O)(=O)c3ccc(C)cc3)CC2)[nH]n1
i	0.42	O=C(NCc1cc(Br)cc(Br)c1OC(=O)c1ccccc1[N+](=O)[O-])c1ccccc1
i	-0.02	O=C(CCC(=O)NNC(=O)COc1ccccc1)NCc1ccccc1
i	-2.1	CC1CCc2ccc(F)cc2N1S(=O)(=O)c1cccs1 (stereo not drawn)
i	1.3	O=C(NCC1CCCCC1)c1cc2ccccc2cc1O

Remaining list, next part:
KCNQ2 block	Kir21 block	SMILES
i	-1.6	COc1cccc(C(=O)N2CCCc3ccccc32)c1
i	1.3	O=C(O)CCCCCNC(=O)CCn1nnc2ccccc2c1=O
i	1.3	CC1(C)CC(=O)C2(CC3=C(CC(C)(C)CC3=O)O2)C(=O)C1
i	0.9	CN(C)c1ccc(NC(=O)Nc2csc3ccccc23)cc1
i	2	COc1ccc(C2=C(C)C(N3CCN(C(=O)c4ccco4)CC3)=NS2(=O)=O)cc1
i	-0.47	Cc1cc[n+](CCc2ccccc2)cc1C
i	-0.44	CC(O)[C@H]1CC[C@H]2[C@@H]3CC[C@H]4C[C@@H](O)CC[C@]4(C)[C@H]3C(=O)C[C@]12C (stereo partly drawn)
i	-0.79	COc1ccccc1NC(=O)Cn1cnc2c(nnn2-c2ccc(C)cc2)c1=O
i	-1.9	CC(Sc1nnc(-c2ccc(Cl)cc2Cl)n1Cc1ccccc1)C(=O)Nc1nccs1 (stereo not drawn)
i	-2.7	O=C(Nc1ccc(F)cc1)C1CCCN(S(=O)(=O)c2cccc3nonc23)C1 (stereo not drawn)
i	-1.6	C[C@H](NC(=O)NC1CCCc2ccccc21)C(=O)O (stereo partly drawn)
i	-0.88	COc1ccccc1P(=O)(c1ccccc1)c1ccccc1
i	-2.7	CCCCOc1ccc(Cl)cc1CSc1nnc(CC)n1N
i	-1.4	CN1CCN(c2nc(-c3cccs3)cc(C(F)(F)F)n2)CC1
i	-0.95	CCCOc1cc(C)c(S(=O)(=O)n2nnc3ccccc32)cc1C
i	-0.44	O=C(O)c1nn(-c2ccccc2)nc1-c1nn(-c2ccccc2)nc1C(=O)O
i	0.41	COc1ccc(CNC(C)C(=O)Nc2ccc3ccccc3c2)cc1OC (stereo not drawn)
i	-0.68	Cc1cc(C)cc(OCc2nnc(SCC(=O)N3CCCCC3)o2)c1
i	-2.2	O=C(OCc1nc2ccccc2s1)c1cc2ccccc2oc1=O
i	-0.25	O=C(O)c1cc(Cl)c(Cl)cc1C(=O)N1CCCC1
i	0.02	CCSC1=C(C#N)C(CC(C)C)C2=C(CCCC2=O)N1 (stereo not drawn)
i	-0.33	Cc1cc(C(=O)C(=O)NC(C)C)c(C)n1-c1ccc([N+](=O)[O-])cc1
i	1.7	CC(=O)Nc1ccc(NC(=O)c2cc(-c3cc(C)c(C)cc3O)n[nH]2)cc1
i	1.5	CCOc1ccc(CCNC(=O)CCc2c(C)nc3ncnn3c2C)cc1OCC
